# From PubChem
# yeast mlh1 rad18 = NCI yeast anticancer drug screen, S. cerevisiae mlh1 rad18 strain; AID 175, 2004; actives 11% (n = 79,000); growth inhibition, % at 50 µM;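 also: 0% = growth of vehicle-only cultures of the same strain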
#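 Test agents were incubated with a yeast strain of defined genotype (DNA damage repair defect). Inhibition of growth was derived by comparison with vehicle-exposed cultures.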
# yeast rad50 = NCI yeast anticancer drug screen, S. cerevisiae rad50 strain; growth inhibition, % at 50 µM; actives 10% (n = 79,000); AID 155, 2004;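 also: 0% = growth of vehicle-only cultures of the same strain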
#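 Relative growth inhibition (compound vs vehicle) was measured in yeast with a defined repair-gene alteration.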
# yeast mec2-1 = NCI yeast anticancer drug screen, S. cerevisiae mec2-1 strain; AID 157, 2004; actives 9% (n = 79,000); % growth inhibition at 50 µM;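 also: 0% = growth of vehicle-only cultures of the same strain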
#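 Yeast mec2-1 mutant treated with compound. Readout: growth inhibition vs vehicle controls.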
# sgs1 mgt1 = NCI yeast anticancer drug screen, S. cerevisiae sgs1 mgt1 strain; growth inhibition, % at 50 µM; actives 10% (n = 78,000); AID 161, 2004;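 also: 0% = growth of vehicle-only cultures of the same strain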
#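 Inhibition of yeast growth, normalised to vehicle-treated controls, is reported for a strain bearing genetic alterations in DNA damage repair.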
# yeast bub3 = NCI yeast anticancer drug screen, S. cerevisiae bub3 mutant strain. growth inhibition, % at 50 µM. actives 9.9% (n = 78,000). AID 167, 2004;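 also: 0% = growth of vehicle-only cultures of the same strain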
#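 Whole-cell yeast assay. The mutant strain was incubated with compounds, and growth inhibition was determined by comparison with vehicle-treated cells.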
# cln2 rad14 = NCI yeast anticancer drug screen, S. cerevisiae cln2 rad14 strain. growth inhibition, % at 50 µM. actives 8.3% (n = 78,000);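 also: 0% = growth of vehicle-only cultures of the same strain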
#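 Readout is yeast growth inhibition versus vehicle-treated controls, using a strain with cln2 and rad14 alterations exposed to compound.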
# * hit, by the source's call; & = joins results of further samples. Rule as the data show it: active = growth inhibition above about 70%; inactive = the rest.
SMILES,yeast mlh1 rad18,yeast rad50,yeast mec2-1,sgs1 mgt1,yeast bub3,cln2 rad14
C=CC1=C(C)/C(=C\c2[nH]c(Cc3[nH]c(/C=C4\NC(=O)C(C)=C4C=C)c(C)c3CCC(=O)O)c(CCC(=O)O)c2C)NC1=O,30,15,3,19,23,16
CN(C)CCNC(=O)c1cccc2nc3c(nc12)-c1ccccc1C3=O,65,6,12,14,-12,36
c1cc2c(cc1C1CCCCC1)CNCO2,6,-11,-14,-15,-10,-1
C/C(CC(=O)Nc1ccccn1)=N\c1ccccn1,10,14,-16,-7,2,0
CCCCCc1nc2c(c(=O)n(C)c(=O)n2C)n1C,18,14,-9,-1,6,0
Cc1ccc(S(=O)(=O)/C(C#N)=C/n2c(=S)[nH]c3ccc([N+](=O)[O-])cc32)cc1,3,-14,-21,-9,-11,-3
CN(C)C(=O)Nc1ccc(Cc2ccc(NC(=O)N(C)C)cc2)cc1,0,-3,-13,28,8,4
C=C(/C=C/c1cccc[n+]1C)c1ccccc1,24,22,13,12,32,26
CC(=O)N(c1c(N)[nH]c(=O)n(C)c1=O)C1OC(CO)C(O)C(O)C1O (centres undefined),12,-2,3,19,4,-5
CCCCCC[C@@H](O)C/C=C\CCCCCCCC(=O)OCCCC,24,24,26,24,25,76*
c1coc(CNc2nc(N3CCOCC3)c3[nH]c(NCc4ccco4)nc3n2)c1,-2,-10,31,39,16,46
O=[N+]([O-])c1cc(Cl)cnc1Br,28,88*,77*,8,-8,3
COC(=O)C1(NC(=O)C2(N3C(=O)c4ccccc4C3=O)CCCC2)CCCC1,2,-8,-1,-13,-18,-9
O=C1NC(=O)C(F)[CH]([Ge](=[O])[O][Ge](=[O])[CH]2NC(=O)NC(=O)C2F)N1 (centres undefined),-18,-7,-9,0,1,-7
COc1cc(C(O)C(=O)c2nc3ccc([N+](=O)[O-])cc3[nH]c2=O)ccc1O (centres undefined),8,36,-17,-3,-9,18
CCOC(=O)c1nnsc1NN=C(C)C,24,13,21,-8,-20,8
Nc1nc(=S)c2ncn(C3OC(COP(=O)(O)O)C(O)C3O)c2[nH]1 (centres undefined),-2,-1,-19,-6,6,-15
CS(C)(=O)=Nc1ccc(F)cc1,3,9,-8,-2,-13,-22
CN1CCC2CCCCN2C(=O)C1 (centres undefined),2,-9,10,3,0,24
CCC(O)(C#CCl)CC,11,12,-11,10,-29,10
Sc1c2ccccc2cc2ccccc12,-12,1,3,-9,8,-4
CCOC(=O)/C(Cc1cc[n+]([O-])cc1)=N/O,20,34,27,15,14,14
NC(=O)C1CC1,-4,-9,2,-10,9,-8
O=C(O)c1ccccc1NC(C(=O)O)c1ccccc1 (centres undefined),-12,-13,-4,-27,-19,9
c1ccc(C2SCc3nc4cc5ccccc5cc4n32)cc1 (centres undefined),17,-22,6,17,-17,12
NS(=O)(=O)c1ccc(NC(=S)/N=C/c2c(O)c3ccccc3[nH]c2=O)cc1,27,22,-1,25,-12,-4
O=CNc1c([N+](=O)[O-])cc2c3c(cccc13)CC2,9,3,-13,-4,6,-11
CC(=O)OCC(OC(C)=O)C1(O)CCC2C3CCC4=CC(=O)CCC4(C)C3CCC21C (centres undefined),98*,98*,99*,98*,98*,98*
Cc1cccc(C(=O)OCc2ccccc2CN2CCCC2)c1,-1,2,-8,-10,-2,3
CCO/C=N\c1c(C#N)c(CC#N)nn1C,-13,-4,-12,-9,-2,-28

# Filtered by structure, those above containing a halogen (4)
SMILES,yeast mlh1 rad18,yeast rad50,yeast mec2-1,sgs1 mgt1,yeast bub3,cln2 rad14
O=[N+]([O-])c1cc(Cl)cnc1Br,28,88*,77*,8,-8,3
O=C1NC(=O)C(F)[CH]([Ge](=[O])[O][Ge](=[O])[CH]2NC(=O)NC(=O)C2F)N1 (centres undefined),-18,-7,-9,0,1,-7
CS(C)(=O)=Nc1ccc(F)cc1,3,9,-8,-2,-13,-22
CCC(O)(C#CCl)CC,11,12,-11,10,-29,10

# Continued:
SMILES,yeast mlh1 rad18,yeast rad50,yeast mec2-1,sgs1 mgt1,yeast bub3,cln2 rad14
Cc1nc2c(ccc3ccccc32)s1,15,10,-5,23,4,6
Nc1nc(SCC(=O)c2ccc(F)cc2)sc1C(=O)c1ccc(F)cc1,14,-10,7,1,-1,1
CCOC(=O)CNCc1ccc(Cl)c(Cl)c1,22,16,4,28,27,-16
CCc1ccc2[nH]c(C(=O)O)cc2c1,4,-15,-18,-2,-22,-12
CCCC(=O)c1ccc(Br)cc1,-1,-20,-16,-7,-9,-3
CC(C)Oc1ccc(Nc2ccccc2)cc1,40&-10,37&-2,50&-3,57&-8,34&-16,36&-22
NC(CCC(=O)O)C(=O)NC(Cc1c[nH]c2ccccc12)C(=O)O (centres undefined),-25,-13,12,-5,-22,-23
C=CCNC(=S)Nc1ccccc1OCC,0,5,-4,-5,-10,-68
COC(=O)C1CC23C4=C(CCC41)CCC1CN4CC(C)C(CC(OC(C)=O)C12COC(C)=O)C43O (centres undefined),-10,9,12,24,13,9
CC(=O)Nc1cc(F)cc(C(F)(F)F)c1,13,-8,-9,-11,-11,-33

# By substructure: the compounds so far containing a COOH group.
SMILES,yeast mlh1 rad18,yeast rad50,yeast mec2-1,sgs1 mgt1,yeast bub3,cln2 rad14
C=CC1=C(C)/C(=C\c2[nH]c(Cc3[nH]c(/C=C4\NC(=O)C(C)=C4C=C)c(C)c3CCC(=O)O)c(CCC(=O)O)c2C)NC1=O,30,15,3,19,23,16
O=C(O)c1ccccc1NC(C(=O)O)c1ccccc1 (centres undefined),-12,-13,-4,-27,-19,9
CCc1ccc2[nH]c(C(=O)O)cc2c1,4,-15,-18,-2,-22,-12
NC(CCC(=O)O)C(=O)NC(Cc1c[nH]c2ccccc12)C(=O)O (centres undefined),-25,-13,12,-5,-22,-23

# Remaining list, next part:
SMILES,yeast mlh1 rad18,yeast rad50,yeast mec2-1,sgs1 mgt1,yeast bub3,cln2 rad14
CCN(CC)c1ccc2c(C)c(Cc3ccccc3)c(=O)oc2c1,1,2,-23,25,32,8
CCCCCC(O)(CCC)CCCCC,16,19,7,16,25,-23
O=C(Nc1ccc(Cl)c(Cl)c1)C1C(=O)C(=O)N(c2ccc(Cl)c(Cl)c2)C1=O (centres undefined),13,10,16,14,-10,7
C#CCOCCCC(=O)O,12,7,-8,1,16,0
Cc1ccc(S(=O)(=O)OC2CCCC3CC(=O)CCC32C)cc1 (centres undefined),-4&2,10&11,-1&6,-2&14,4&30,-13&4
O=C1OCC/C1=C/CCCCC/C=C1\CCOC1=O,-14,17,5,4,4,21
COc1ccc(C2C(C#N)(C#N)C2(C#N)C#N)cc1,93*,63,97*,98*,95*,88*
O=C(O)Cn1ccc(=O)c2c([N+](=O)[O-])cccc21,-52,27,16,0,9,5
CCC1=C(O)C(=O)C(C)(C)C1=O,9,-6,-5,-3,16,-3
COc1ccc(CCCCl)c(C2=NCCc3cc(OC)c(OC)cc32)c1,1,20,2,-38,-38,-6
NC1=NC(c2ccccc2)CC(c2cc(Cl)ccc2O)=N1 (centres undefined),18,23,8,17,12,18
CCN(CC)c1ccc(N=C2C=C(C(=O)Nc3ccc(S(C)(=O)=O)cc3)C(=O)c3ccccc32)c(C)c1,-17,-16,-30,3,-4,7
CC(=O)Oc1c2ccccc2c(OC(C)=O)c2cc(/C=C/C(=O)O)ccc12,55,39,32,27,33,29
CCN(CC)CCOc1ccc2ccccc2c1C(Cc1ccccc1)NCc1ccccc1 (centres undefined),42,6,-5,15,8,37
CSc1ccc(NC(=O)c2ccc(C(=O)Nc3ccc(SC)cc3)cc2)cc1,-27,-18,-11,-13,-2,-15
C=CCC1=C(C)C(OC(=O)/C=C/c2ccccc2Cl)CC1=O (centres undefined),84*,86*,85*,72*,95*,69
c1ccc(N=C2C(=Nc3ccccc3)N(C3CCCCC3)C(=NC3CCCCC3)N2c2ccccc2)cc1,-11,4,9,-14,-17,35
CCOCCC(C)(OCC)OCC,-5,-12,-36,-7,-4,16
C/C=C\C(=O)N(c1ccc(N(C(=O)/C=C/C)C(C)CC)cc1)C(C)CC (centres undefined),-11,-14,-17,-12,-13,-41
NC12CCC(N)(c3ccccc31)c1ccccc12,7,8,3,-1,3,-2

# Entries listed so far containing a cyano group (3):
SMILES,yeast mlh1 rad18,yeast rad50,yeast mec2-1,sgs1 mgt1,yeast bub3,cln2 rad14
Cc1ccc(S(=O)(=O)/C(C#N)=C/n2c(=S)[nH]c3ccc([N+](=O)[O-])cc32)cc1,3,-14,-21,-9,-11,-3
CCO/C=N\c1c(C#N)c(CC#N)nn1C,-13,-4,-12,-9,-2,-28
COc1ccc(C2C(C#N)(C#N)C2(C#N)C#N)cc1,93*,63,97*,98*,95*,88*

# Following part
SMILES,yeast mlh1 rad18,yeast rad50,yeast mec2-1,sgs1 mgt1,yeast bub3,cln2 rad14
NC(=O)C(=O)NCc1nnn(Cc2ccccc2)c1N,3,10,-9,3,8,10
CN(C)N=Nc1ccc(C(=O)O)cc1,8&27,13&28,-1&22,21&29,-21&17,-1&0
O=C(C[N+]12CN3CN(CN(C3)C1)C2)c1ccc(-c2ccccc2)cc1,46,66,34,53,39,21
O=C(COc1ccc(Cl)cc1)Nc1cc(C(F)(F)F)ccc1Cl,-9,17,2,3,7,4
CCOC(=O)c1c(N2CCCC2)ncn(Cc2ccccc2)c1=S,-5,1,12,4,8,-8
CCOC(=O)NOS(=O)(=O)c1ccc([N+](=O)[O-])cc1,-24,-7,8,8,-7,8
O=S(C/C=C/CS(=O)c1ccccc1)c1ccccc1 (centres undefined),12,4,-2,-15,4,10
O=c1[nH]c(=S)c2[nH]c(=O)n(-c3ccccc3)c2[nH]1,-15,-15,-8,-59,-10,-27
O=c1c2sc3ccccc3sc=2c(=O)c2c(Cl)c(Cl)c(Cl)c(Cl)c12,6,-16,-9,-29,-37,0
COc1ccc(/C=N/Nc2nnc3c4cccnc4c4ccccc4c3n2)cc1OC,-4,-2,21,-18,-2,-6
BrCc1ccccc1C[P+](c1ccccc1)(c1ccccc1)c1ccccc1,88*,90*,91*,86*,90*,82*
CC[n+]1[b-](C(C)(C)C)n(/N=C(\C)C(C)(C)C)[b-](C(C)(C)C)[n+]1CC,-15,-14,-32,-19,-7,16
CNC(=S)N/N=C/c1ccccc1,6,3,-12,2,-10,-26
O=C(O)c1ccc2c(C(=O)O)cccc2c1,1,-15,-39,-12,-23,8
CCN(CC)CC(O)c1c(-c2ccccc2)c(-c2ccccc2)c2n1CCC2 (centres undefined),48,94*,32,57,93*,-5
NC(=O)NCCCC(Nc1ccc([N+](=O)[O-])cc1[N+](=O)[O-])C(=O)O (centres undefined),-20,2,9,-4,2,4
COc1ccc2nc3cc([N+](=O)[O-])ccc3c(NNc3ccccc3)c2c1,61,62,2,49,5,30
COc1ccc(NC(=S)NN)cc1,6,3,-8,19,14,-6
CC(N)/C(N)=N/O (centres undefined),15,11,5,-1,18,-2
CC(=O)OC1C2C3C(C=CC2[C@H]1OC(C)=O)C1C3C=CC2C1C(OC(C)=O)[C@@H]2OC(C)=O (some centres undefined),13,18,12,5,-2,14
CCOC(=O)C(C(=O)OCC)C(CC)c1ccccc1 (centres undefined),14,5,15,3,11,16
